# Assay outcomes: PubChem, several laboratories
# FBA Mtb inh: Mtb fructose-bisphosphate aldolase inhibition; P9WQA3; purified M. tuberculosis FBA, fluorescence read-out; inhibition, % at 1 µM; hit rate 2.3% among 360,000; in the data active = inhibition above about 27%;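 note: 0% = vehicle and 100% = reference inhibitor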
# Target sequence (P9WQA3 whole entry, looked up): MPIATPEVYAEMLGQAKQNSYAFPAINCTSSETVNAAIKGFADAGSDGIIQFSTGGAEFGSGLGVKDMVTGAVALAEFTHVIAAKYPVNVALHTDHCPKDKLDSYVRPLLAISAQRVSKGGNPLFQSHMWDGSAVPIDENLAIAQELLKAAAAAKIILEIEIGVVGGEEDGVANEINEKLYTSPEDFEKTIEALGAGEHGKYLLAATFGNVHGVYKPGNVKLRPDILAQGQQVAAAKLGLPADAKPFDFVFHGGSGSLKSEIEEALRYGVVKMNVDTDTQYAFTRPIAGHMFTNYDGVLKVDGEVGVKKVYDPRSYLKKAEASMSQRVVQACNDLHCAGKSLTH
# DUSP3 inh: DUSP3 (human) phosphatase inhibition | AID 1654 | P51452 | hit rate 0.52% among 290,000 | recombinant VHR phosphatase, pNPP absorbance | inhibition, % at 13.3 µM; in the data active = inhibition above about 50%; note: some compounds called inactive have numbers as strong as hits
# Target sequence (P51452 whole entry, looked up): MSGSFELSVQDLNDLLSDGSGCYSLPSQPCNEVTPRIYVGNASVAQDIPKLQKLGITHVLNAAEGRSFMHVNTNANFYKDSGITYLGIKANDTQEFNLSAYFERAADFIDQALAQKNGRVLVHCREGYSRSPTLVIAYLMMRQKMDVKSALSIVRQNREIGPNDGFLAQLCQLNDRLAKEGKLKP
# GDH-TPI counter: GDH-TPI coupled enzyme inhibition counter-screen; GDH-TPI coupled enzyme counterscreen, NADH absorbance; inhibition, % at 4.8 µM; hit rate 1.2% among 360,000; in the data active = inhibition above about 30%;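 note: 0% = DMSO wells and 100% = wells lacking the enzyme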
# MazF activator: MazEF (E. coli) toxin RNase activation. P0AE70. FAM/BHQ RNA-DNA oligo cleavage fluorescence, 5 h. activation, % at 20 µM. hit rate 0.32% among 350,000. AID 504720; in the data active = activation above about 50%
# Target sequence (P0AE70 whole entry, looked up): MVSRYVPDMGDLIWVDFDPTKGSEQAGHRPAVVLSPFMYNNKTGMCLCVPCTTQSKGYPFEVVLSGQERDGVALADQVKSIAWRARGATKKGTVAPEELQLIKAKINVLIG
# SSB-PriA inh: K. pneumoniae PriA-SSBct interaction inhibition. AlphaScreen SSBct-PriA binding, biotinylated peptide. inhibition, % at 33 µM. hit rate 0.6% among 430,000. AID 1272365; in the data active = inhibition mostly above about 37%, no sharp cut-off; inactive = mostly below about 20%;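 note: plate controls were negative control peptide for no effect and reference peptide for full effect; strong numbers were not always called active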
# Mtb UGM inh: blocks M. tuberculosis UGM enzyme; P9WIQ1; purified UGM, fluorescence polarization probe displacement; inhibition, % at 10 µM; hit rate 0.06% among 320,000; AID 504406; in the data active = inhibition above about 10%, passing the limit was not always enough
# SARS 3CLpro inh: SARS-CoV 3CLpro protease inhibition. P0C6X7. recombinant SARS-CoV 3CLpro, quenched FRET peptide cleavage. inhibition, % at 6 µM. hit rate 0.14% among 290,000; in the data active = inhibition above about 12%
# BioA inh: BioA (M. tuberculosis) enzyme inhibition | purified M. tuberculosis BioA enzyme, plate reader | inhibition, % at 9.99 µM | hit rate 0.096% among 360,000 | AID 602481; in the data active = inhibition above about 40%
# Rv3671c inh: inhibitors of M. tuberculosis serine protease Rv3671c | inhibition, % at 5.96 µM | hit rate 0.048% among 320,000; in the data active = inhibition above about 38%;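 note: extracellular domain of Rv3671c used as enzyme; 0% = enzyme with DMSO and 100% = no enzyme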
# Target sequence (P9WHR9 whole entry, looked up, the tested form may be a part): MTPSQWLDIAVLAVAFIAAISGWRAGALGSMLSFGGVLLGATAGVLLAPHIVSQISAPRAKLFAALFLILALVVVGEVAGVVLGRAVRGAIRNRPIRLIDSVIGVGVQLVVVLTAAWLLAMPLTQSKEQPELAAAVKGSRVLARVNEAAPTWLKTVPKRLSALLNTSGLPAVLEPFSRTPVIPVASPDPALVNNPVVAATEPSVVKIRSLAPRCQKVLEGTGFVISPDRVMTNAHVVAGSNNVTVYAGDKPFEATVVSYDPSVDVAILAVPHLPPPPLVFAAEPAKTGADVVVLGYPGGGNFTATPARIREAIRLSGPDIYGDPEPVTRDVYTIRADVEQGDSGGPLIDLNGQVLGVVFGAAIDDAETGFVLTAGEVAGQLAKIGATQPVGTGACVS
# Vc quorum ag: quorum light induction in luxS cqsA deficient V. cholerae; AID 588436; activation, % at 18.7 µM; V. cholerae BH1578 lux reporter, luminescence, 6 h; hit rate 0.16% among 350,000; in the data active = activation mostly above about 9.7%, no sharp cut-off; note: not every result past the cut was called active; inactives centre near 0; reference of the scale not given here
# Starred values were filed as active, the others as inactive; i = inactive; . = no result given; & = joins results of further samples. Some of the compounds tested. The share of hits here may be higher or lower than overall.
# The first 16 records as a preview:
SMILES,FBA Mtb inh,DUSP3 inh,GDH-TPI counter,MazF activator,SSB-PriA inh,Mtb UGM inh,SARS 3CLpro inh,BioA inh,Rv3671c inh,Vc quorum ag
CN(C)S(=O)(=O)c1ccc(S(=O)(=O)NCc2ccc3c(c2)OCO3)cc1,3,11,0,-18,-8,1.5,0,-4.1,0,0.8
COc1ccc(Nc2nc(-c3cccnc3)cs2)c(OC)c1,4,24,6,-2,14,2.8,10,7.6,.,-0.8
COc1ccc(C(=O)Nc2nnc(S(=O)(=O)N(C)Cc3ccc(F)cc3)s2)cc1OC,1,-12,28,1,-8,1.5,11,-0.7,-9,-0.2
COc1ccc(-n2c(SCC(N)=O)nc3nc4c(cc3c2=O)COC(C)(C)C4)cc1,3,17,5,2,-11,3.5,-6,-0.9,9,-0.3
COc1ccc(NC(=O)CN2CCN(C3c4ccccc4-c4ccccc43)CC2)c(OC)c1,0,34,3,-7,6,0.9,4,-0.8,1,0.3
COc1ccccc1C(=O)COC(=O)c1cc(=O)[nH]c2ccccc12,1,.,9,1,-9,1.6,.,.,-23,0.6
O=C(COC(=O)CCN1C(=O)/C(=C\C=C\c2ccccc2)SC1=S)Nc1cc(F)ccc1F,-5,19,2,-13,-9,1.6,2,.,1,-0.7
Cc1cccc(-n2c3nc(=O)[nH]c(=O)c-3cc3cc([N+](=O)[O-])ccc32)c1,-5,-2,23,2,13,0.2,-3,1.2,19,-0.3
NCCNc1ccc([N+](=O)[O-])c2cccnc12,-24,14,1,14,2,-3.5,-5,.,5,-1.6
Cc1ccc(S(=O)(=O)N2CCN(C(=O)COc3ccc(C)nc3[N+](=O)[O-])CC2)c(C)c1,-4,15,-3,11,-12,3.6,-1,.,0,-0.2
CC1(C)CC(=O)c2cc(OCC(=O)N3CCOCC3)ccc2O1,48*,-15,15,4,-8,-2.8,1,.,6,i
COCCCn1c(C)cc(C(=O)CN2c3cccc4cccc(c34)S2(=O)=O)c1C,5,.,5,-2,5,1.2,.,1.6,-8,-0.6
CC(=O)c1ccc2ccccc2c1OC(=O)c1ccncc1,0,.,7,7,.,.,.,0.9,.,i
COC(=O)[C@@]1(Cc2ccccc2)[C@H]2C(=O)N(Cc3ccccc3)C(=O)[C@H]2[C@H]2CN(C)C(=NCc3ccccc3)N21,0,.,5,7,-13,.,.,2.1,.,-2.0
Cc1cc(OC(C)C(=O)NCCCN2CCCC2=O)c2c(C)c(C)c(=O)oc2c1 (configuration not stated),112*,-7,0,6,-2,-1.5,-4,-0.3,-7,-0.7
COc1ccc(-c2cc(C(=O)N/N=C(\C)c3cccnc3)c3ccccc3n2)c(OC)c1,2,14,22,1,.,1.3,-6,-1.6,4,-1.8

# All compounds of this part, from the start:
SMILES,FBA Mtb inh,DUSP3 inh,GDH-TPI counter,MazF activator,SSB-PriA inh,Mtb UGM inh,SARS 3CLpro inh,BioA inh,Rv3671c inh,Vc quorum ag
CN(C)S(=O)(=O)c1ccc(S(=O)(=O)NCc2ccc3c(c2)OCO3)cc1,3,11,0,-18,-8,1.5,0,-4.1,0,0.8
COc1ccc(Nc2nc(-c3cccnc3)cs2)c(OC)c1,4,24,6,-2,14,2.8,10,7.6,.,-0.8
COc1ccc(C(=O)Nc2nnc(S(=O)(=O)N(C)Cc3ccc(F)cc3)s2)cc1OC,1,-12,28,1,-8,1.5,11,-0.7,-9,-0.2
COc1ccc(-n2c(SCC(N)=O)nc3nc4c(cc3c2=O)COC(C)(C)C4)cc1,3,17,5,2,-11,3.5,-6,-0.9,9,-0.3
COc1ccc(NC(=O)CN2CCN(C3c4ccccc4-c4ccccc43)CC2)c(OC)c1,0,34,3,-7,6,0.9,4,-0.8,1,0.3
COc1ccccc1C(=O)COC(=O)c1cc(=O)[nH]c2ccccc12,1,.,9,1,-9,1.6,.,.,-23,0.6
O=C(COC(=O)CCN1C(=O)/C(=C\C=C\c2ccccc2)SC1=S)Nc1cc(F)ccc1F,-5,19,2,-13,-9,1.6,2,.,1,-0.7
Cc1cccc(-n2c3nc(=O)[nH]c(=O)c-3cc3cc([N+](=O)[O-])ccc32)c1,-5,-2,23,2,13,0.2,-3,1.2,19,-0.3
NCCNc1ccc([N+](=O)[O-])c2cccnc12,-24,14,1,14,2,-3.5,-5,.,5,-1.6
Cc1ccc(S(=O)(=O)N2CCN(C(=O)COc3ccc(C)nc3[N+](=O)[O-])CC2)c(C)c1,-4,15,-3,11,-12,3.6,-1,.,0,-0.2
CC1(C)CC(=O)c2cc(OCC(=O)N3CCOCC3)ccc2O1,48*,-15,15,4,-8,-2.8,1,.,6,i
COCCCn1c(C)cc(C(=O)CN2c3cccc4cccc(c34)S2(=O)=O)c1C,5,.,5,-2,5,1.2,.,1.6,-8,-0.6
CC(=O)c1ccc2ccccc2c1OC(=O)c1ccncc1,0,.,7,7,.,.,.,0.9,.,i
COC(=O)[C@@]1(Cc2ccccc2)[C@H]2C(=O)N(Cc3ccccc3)C(=O)[C@H]2[C@H]2CN(C)C(=NCc3ccccc3)N21,0,.,5,7,-13,.,.,2.1,.,-2.0
Cc1cc(OC(C)C(=O)NCCCN2CCCC2=O)c2c(C)c(C)c(=O)oc2c1 (configuration not stated),112*,-7,0,6,-2,-1.5,-4,-0.3,-7,-0.7
COc1ccc(-c2cc(C(=O)N/N=C(\C)c3cccnc3)c3ccccc3n2)c(OC)c1,2,14,22,1,.,1.3,-6,-1.6,4,-1.8
CC(C)c1nnc2c(N(C)S(=O)(=O)c3ccccc3)nc3ccccc3n12,-1,-8,3,2,5&-28,-0.8,-3,-1.0,2,i
COC(=O)C1CCCCN1C(=O)c1ccc(OC2CCN(C(C)=O)CC2)c(OC)c1 (configuration not stated),3,6,8,2,-6,-1.2,0,-0.3,-2,i
Cc1cc(S(=O)(=O)N(Cc2ccc(C(C)C)cc2)CC2CCCO2)ccc1-n1cnnn1 (configuration not stated),-7,39,3,5,-17,-0.4,3,-0.5,-5,i
COc1ccccc1C(=O)NCC(=O)OC(C)C(=O)N1CCOCC1 (configuration not stated),2,.,-2,2,-4,-2.0,.,.,1,1.8
COC(=O)c1ccc(COc2ccc(C#N)cc2)o1,0,22,-8,-1,-17,-2.5,0,-0.3,.,0.8
Cc1ccc(O)c(NC(=O)c2cccc(NC(=O)c3ccco3)c2)c1,3,13,8,7,-6,-1.9,-3,3.4,3,i
Cn1c(=O)c2[nH]c(SCCN)nc2n(C)c1=S,0,.,8,9,-7,.,.,1.0,.,0.9
NC(=O)c1c(NC(=O)C(=O)NCCCN2CCOCC2)sc2c1CCCC2,-2,17,0,1,2,-1.7,-1,.,0,i

# As entered above.
# Vc quorum ag result of COc1ccccc1C(=O)NCC(=O)OC(C)C(=O)N1CCOCC1 (configuration not stated) → 1.8
# MazF activator result of CC(=O)c1ccc2ccccc2c1OC(=O)c1ccncc1 → 7

# Following part:
SMILES,FBA Mtb inh,DUSP3 inh,GDH-TPI counter,MazF activator,SSB-PriA inh,Mtb UGM inh,SARS 3CLpro inh,BioA inh,Rv3671c inh,Vc quorum ag
O=C(NCCCN1CCOCC1)c1cc(-c2cccs2)on1,4,15,10,8,-16,0.5,-2,-1.5,0,-0.2
CCn1c(SCC(=O)OC)nc2cc(S(=O)(=O)N3CCOCC3)ccc21,0,.,1,1,-3,3.8,.,1.1,4,-1.4
Cc1cccc(-c2nc(C#N)c(N3CCCCC3)o2)c1,38*,7,4,13,-1,2.9,2,-2.2,-12,-0.6
CCOc1cc2[nH]c(=S)n(CCC(=O)N3CCc4ccccc4C3)c(=O)c2cc1OCC,3,3,-4,1,-2,-2.0,-2,-6.2,-8,-0.3
CCc1ccc(NC(=O)N2CCN(c3ccccc3)CC2)cc1,-3,-10,8,8,-3,3.4,4,.,-3,i
Cc1ccc(Cn2ccc(NC(=O)c3cc(-c4ccco4)on3)n2)cc1,6,4,0,-17,8,4.6,2,-1.6,-32,-0.7
COc1cccc(CN(C)C(=O)c2ccc(S(=O)(=O)Nc3ccccc3F)cc2)c1OC,2,.,1,-4,1,.,.,2.0,.,-0.9
Cc1ccc2nc(NC(=O)C3CCN(S(=O)(=O)c4cccnc4)CC3)sc2c1,4,21,1,3,-10,2.0,-3,0.7,2,-0.3
CC(=O)Nc1ccc(S(=O)(=O)CCC#N)cc1,2,-14,9,-5,5,1.2,3,-1.4,0,i
CN1CCN(S(=O)(=O)c2ccc(Cl)s2)CC1,3,-7,6,6,-11,-1.5,7,-1.4,-2,i
CCN(CC(=O)Nc1c(F)cccc1F)C(=O)c1cc(S(=O)(=O)N(CC)CC)ccc1N1CCCCC1,3,-2,1,0,0,-4.4,-3,-1.7,-5,0.3
C[C@@H](NC(=O)c1nc[nH]c1C(=O)N[C@H](C)c1ccccc1)c1ccccc1,-4,.,-4,-8,13,1.0,.,-0.1,4,1.2
Nc1nc(CSc2nc3ccccc3[nH]2)nc(N2CCOCC2)n1,1,19,8,-1,-17,-0.4,0,0.4,2,-0.6
CC1=NN(C(=O)c2ccccc2Cl)C(O)(c2cccnc2)C1 (configuration not stated),-2,9,0,-10,-24,0.1,5,-1.7,-1,i
Cc1nc(-c2ccccc2)sc1C1(C)CC(c2ccccc2F)=NO1 (configuration not stated),2,.,8,6,-17,1.5,.,-0.7,-5,i
COc1ccc(CNCCCO)cc1OC,-1,-16,2,1,-3,0.9,-1,-1.4,1,-0.6
O=c1c(-c2cnn(-c3ccccc3)c2)coc2cc(O)ccc12,7,-5,5,4,-11,2.7,6,0.8,-26,0.0
CCOP(=O)(Cc1ccc(C#N)o1)OCC,-7,9,-3,-3,-6,-1.2,-4,-2.3,8,-0.6
CCn1c(C)csc1=NC(=O)c1ccccc1O,0,17,37*,3,-17,0.4,1,-0.8,0,-0.4
CCOc1ccc(C(=O)NNC2CC(=O)N(CCc3ccccc3)C2=O)cc1OC (configuration not stated),-2,5,7,6,-4,0.6,1,-2.7,4,-0.8
COc1ccccc1C(O)(c1ccccc1)C(CN1CCOCC1)c1ccccc1 (configuration not stated),-1,2,0,2,4,-0.2,4,23,7,-0.9
C/C(=N\Nc1ccc(Cl)c(C(=O)O)c1)c1ccc[nH]1,-1,1,19,1,.,-0.7,-2,.,-2,i
CCN(CC(=O)Nc1c(F)cccc1F)C(=O)CSc1ccc(F)cc1,-5,.,7,6,-2,-1.9,.,-0.1,3,1.1
COc1ccc(NC(=O)c2csc(Cc3ccc(Cl)cc3)n2)cc1,-2,2,-2,10,-16,-1.4,2,.,-4,i
COc1ccc(C(CNC(=O)c2cc(S(=O)(=O)N3CCN(c4ccccc4)CC3)ccc2Cl)N(C)C)cc1 (configuration not stated),4,.,7,-5,16,-1.3,.,-0.4,9,i
COc1ccccc1C(=O)Nc1nc(-c2ccc(S(=O)(=O)N3CCOCC3)cc2)cs1,2,24,1,-3,-1,2.3,-6,-0.4,-34,-2.9
C#CC(C)(CC)NC(=O)c1cc(OC)c(OC)c(OC)c1 (configuration not stated),3,10,-7,8,-17,-2.0,3,0.4,7,1.2
CC1CCN(C(=O)C(C)Cl)CC1 (configuration not stated),-4,-1,1,3,0,1.9,4,-0.9,-3,i
O=C(C1CCN(S(=O)(=O)c2cnc[nH]2)CC1)N(CCc1ccccc1)Cc1ccccc1,-2,-11,-6,2,2,1.9,-1,0.2,4,-1.2
CSCCC(NC(=O)c1ccco1)C(=O)OCC(=O)N(Cc1ccccc1)C(C)(C)C (configuration not stated),1,.,4,3,0,-1.6,.,-0.2,-6,i
CC(C)CC(=O)Nc1ccc(C(=O)Cn2c(=O)oc3ccccc32)cc1,2,26,4,5,2,-2.5,0,.,10,-0.2
O=C(COC(=O)c1n[nH]c2ccccc12)NC(=O)NCc1ccco1,13,10,7,0,8,-1.8,0,-0.7,2,-0.2
COCCOc1cc(Nc2nnc(C(F)(F)F)s2)c(Cl)cc1Cl,0,2,2,7,-23,-3.2,-2,-1.4,-9,-0.3
Cc1ccc(C)c(C(=O)COC(=O)c2cc([N+](=O)[O-])ccc2NCCO)c1,-2,22,28,-8,17,-2.2,1,0.3,-9,-0.2
Cc1cccc(NS(=O)(=O)c2cccs2)n1,12,18,2,9,-7,-2.5,2,1.8,8,-6.2
